From PubChem BioAssay
NR2E3 ag-1: agonists of human NR2E3 nuclear receptor. Q9Y5X4. CHO-S Gal4-NCOR/VP16-NR2E3 two-hybrid, luciferase. inhibition of corepressor binding, % at 3.98 µM. 360,000 compounds, 0.35% hits. AID 602229;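 active = inhibition above the mean of all tested compounds plus 3 SD, cut at about 70% in these data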;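 also: 0% = DMSO with NR2E3 transfected cells and 100% = cells lacking NR2E3 construct; higher means lower luciferase signal from less NR2E3 corepressor binding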
PDI turbidity: PDI (human) enzyme inhibition; P07237; PDI insulin aggregation turbidity, A650, 90 min; inhibition, % at 10 µM; 350,000 compounds, 0.052% hits;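 active = mean inhibition across replicates of 30% or more, whatever share of single replicates reach that level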;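 also: absorbance from insulin aggregation driven by PDI reduction with DTT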
Target sequence (P07237 whole entry, looked up): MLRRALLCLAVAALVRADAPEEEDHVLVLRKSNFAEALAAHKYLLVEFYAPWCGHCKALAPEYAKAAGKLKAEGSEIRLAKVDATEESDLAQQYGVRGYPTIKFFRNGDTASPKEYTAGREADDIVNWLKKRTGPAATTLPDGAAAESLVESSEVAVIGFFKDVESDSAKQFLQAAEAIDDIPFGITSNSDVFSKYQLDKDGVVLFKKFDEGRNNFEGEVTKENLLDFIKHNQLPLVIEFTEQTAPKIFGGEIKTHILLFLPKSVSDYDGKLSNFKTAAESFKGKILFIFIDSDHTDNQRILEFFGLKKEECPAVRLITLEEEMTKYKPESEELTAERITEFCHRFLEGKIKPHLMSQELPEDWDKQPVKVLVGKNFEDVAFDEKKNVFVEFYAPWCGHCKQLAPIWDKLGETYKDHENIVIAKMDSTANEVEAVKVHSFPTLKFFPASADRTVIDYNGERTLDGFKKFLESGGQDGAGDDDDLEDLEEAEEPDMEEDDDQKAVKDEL
hiPSC survival: enhancers of human iPSC single-cell survival; hiPSC single-cell survival, ATPlite luminescence; 100% = ROCK inhibitor wells, 0% = DMSO; survival enhancement, % at 20 µM; 360,000 compounds, 0.044% hits; AID 602274; in the data active = survival enhancement above about 18%;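 also: cells exposed to compounds for 16 hours before the ATP read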
H9c2 protect: myocardial damage modulation in H9c2 cells. protection from H2O2 cell death, % at 20 µM. H9c2 cardiomyocytes, H2O2 injury protection, ATPLite, 2 h. AID 588492. 360,000 compounds, 0.63% hits;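 active = compounds giving at least 50% protection of heart cells from peroxide-induced death in the single-dose screen, raw or plate-pattern-corrected value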;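 also: 0% = DMSO wells with peroxide and 100% = DMSO wells without peroxide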
HIF-2a inh: blocks HIF-2a reporter activity; 786-0 RCC cells HIF-2a reporter, luciferase luminescence, overnight; 360,000 compounds, 0.72% hits; inhibition, % at 18.8 µM;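 active = inhibition of the luminescence signal of 40% or more relative to plate controls, in a single-dose primary screen at 18.75 µM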
CaV13 ICDI inh: Disruptors of the CACNA1D IQ motif to Ca2+-dependent inactivation inhibitor domain association, primary screening, Förster resonance energy transfer in intact living … | HEK cells, CFP/YFP FRET ICDI-IQ, plate reader, 10 min; percent FRET-ratio fall versus neutral wells | inhibition, % at 12.3 µM | 340,000 compounds, 0.098% hits;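 active = mean replicate inhibition of at least 30% and at least 1% of replicates passing that level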;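 also: 0% = median of the neutral control wells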
Shn3 inh set2: Schnurri-3 reporter inhibition in Clone20 osteoblasts. Clone20 osteoblast Shn3 3'UTR firefly luciferase, 24 h. inhibition, % at 12.5 µM. 360,000 compounds, 0.52% hits. AID 588674;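 active = mean inhibition of at least 75% with every replicate also reaching 75%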;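 also: 0% = median of neutral control wells and 100% = pilot-screen positive control compound; some compounds past the cut are filed as inactive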
NR2E3 ag-2: NR2E3 (human) agonism | 320,000 compounds, 0.12% hits | AID 2300 | inhibition of corepressor binding, % at 4.78 µM | Q9Y5X4 | GST-NR2E3/biotin-RetCOR TR-FRET, 1536-well;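 active = percent inhibition above the cutoff of mean plus 3 SD of all tested compounds, set per screening campaign, cut at about 20% in these data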;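 also: 0% = DMSO wells and 100% = biotin wells as full block of FRET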
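Test system: GST-NR2E3 and biotin-RetCOR proteins | Quantity: 1.35 nM GST-tagged NR2E3 final | Medium: Tris pH 7.5 | Also added: 7 nM biotin-RetCOR | Dosing: Compound at 4.8 µM, single dose | Timing: 5 h at 4 °C | Detection: Time-resolved FRET | Read-out basis: Percent inhibition | Benchmarks: Biotin wells as high control, 0.6% DMSO wells as low control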
TRPM1 prom inh: inhibitors of MITF-driven TRPM1 promoter in melanoma cells; SK-MEL-5 TRPM1 promoter luciferase, 24 h; inhibition, % at 12.5 µM; 330,000 compounds, 0.83% hits; AID 488899;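 active = mean inhibition across replicates of 60% or more, whatever share of single replicates reaches that level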; also: values of inactives mirror those of a sister screen read the other way
Peg3 promoter: inhibitors of Peg3 promoter. HeLa PEG-Prom luciferase reporter, luminescence, overnight. inhibition, % at 20 µM. 360,000 compounds, 1.7% hits. AID 588405;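 active = inhibition of at least 50% at 20 µM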
m5-HT2A agonist: agonists of mouse serotonin 5-HT2A receptor (HTR2A); 360,000 compounds, 0.66% hits; P35363; CHO-K1 mHTR2A beta-arrestin complementation, luminescence; percent of 30 µM serotonin response; activation, % at 7.6 µM;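 active = activation above a run cutoff, the mean activation of all tested compounds plus 3 SD, cut at about 14% in these data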;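 also: 0% = plate median of compound wells and 100% = 30 µM serotonin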
Target sequence (P35363 whole entry, looked up): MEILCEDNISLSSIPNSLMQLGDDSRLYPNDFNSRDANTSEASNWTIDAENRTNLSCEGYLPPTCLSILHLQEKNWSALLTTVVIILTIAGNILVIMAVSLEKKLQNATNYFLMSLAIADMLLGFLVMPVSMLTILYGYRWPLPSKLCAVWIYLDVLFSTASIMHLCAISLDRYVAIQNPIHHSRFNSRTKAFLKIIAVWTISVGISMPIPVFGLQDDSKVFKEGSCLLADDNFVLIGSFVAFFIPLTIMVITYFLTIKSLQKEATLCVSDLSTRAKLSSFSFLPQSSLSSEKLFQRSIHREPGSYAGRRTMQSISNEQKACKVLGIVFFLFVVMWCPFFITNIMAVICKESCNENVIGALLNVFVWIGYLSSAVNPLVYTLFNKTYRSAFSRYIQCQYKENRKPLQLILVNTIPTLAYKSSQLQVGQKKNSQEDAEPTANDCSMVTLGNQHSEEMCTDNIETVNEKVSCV
An asterisk follows results filed as active; nt = no result given. Compounds were not picked by outcome; about 3.9% have a hit in one of these screens.

SMILES	NR2E3 ag-1	PDI turbidity	hiPSC survival	H9c2 protect	HIF-2a inh	CaV13 ICDI inh	Shn3 inh set2	NR2E3 ag-2	TRPM1 prom inh	Peg3 promoter	m5-HT2A agonist
CC(=O)Nc1ccc(NC(=O)CCC(=O)NCCO)cc1	-15	-6	-1.3	6	10	-7	-17	1	15	11	1
CCC1CN(C(=O)NCc2ccc(C)cc2)c2cc(Cl)ccc2O1 (stereo not given)	-13	5	0.2	-7	22	-20	-6	nt	-2	12	-5
O=C(c1cc(N2C(=O)C3C4CCC(C4)C3C2=O)ccc1Cl)N1CCN(c2ccccc2)CC1 (stereo not given)	-6	-6	1.5	2	7	-2	18	4	3	14	1
COc1ccc(C(=O)N2c3ccccc3C(=O)OC2c2ccc3c(c2)OCO3)cc1 (stereo not given)	-112	-10	-1.5	-23	-130	-1	-23	0	-9	-117	1
Cc1ccnc(N2CCC(C(=O)Nc3ccc4c(c3)OCCO4)CC2)n1	-26	2	6.9	-1	-25	-2	4	4	-17	-23	-5
Cn1c(=O)c2cc(S(=O)(=O)NCCC(=O)NCCC3=CCCCC3)ccc2n(C)c1=O	27	-1	0.4	5	-18	-10	-8	-2	2	24	-1
CC[C@@H](C)[C@@H](C(=O)N1CCN(C(=O)OC(C)(C)C)CC1)n1cc(CCCN=C(NC(=O)OC(C)(C)C)NC(=O)OC(C)(C)C)nn1	2	0	-0.9	10	7	-11	-12	2	2	-23	-5
NNC(=O)c1ccc(COc2ccc3ccccc3c2)o1	-139	-5	-0.5	-3	-85	-5	-57	4	-11	-52	-7
CC(C#N)Sc1nc2ccccc2c(=O)n1-c1ccccc1 (stereo not given)	-8	2	-0.6	-3	-5	-9	16	0	1	25	-8
CC1CCCc2sc3nc(N4CCN(CCO)CC4)n4ncnc4c3c21 (stereo not given)	-11	16	-2.0	4	-89	-8	-4	4	-19	-44	-7
CC(C)=C(NC(=O)c1ccccc1)C(=O)N1CCOCC1	-8	-14	2.4	8	14	-8	10	4	1	2	-3
CC(C)/C=N/Nc1nc2c(c(=O)n(C)c(=O)n2C)n1C	-5	-2	-0.5	-1	19	-13	-2	-6	0	13	0
CCCCOc1ccc(C(=O)N/C(=C\c2cccc([N+](=O)[O-])c2)C(=O)OCc2ccco2)cc1	-27	-4	-1.2	-7	11	2	17	-2	-4	11	-1
CS(=O)(=O)N1CCC(C(=O)N2CCN(C(c3ccccc3)c3ccccc3)CC2)CC1	-8	0	0.3	6	21	-2	-6	-2	5	7	5
O=C(NC(=S)Nc1ccc(S(=O)(=O)Nc2nccs2)cc1)c1ccccc1F	-37	-1	2.1	-4	0	2	-2	0	8	-3	3
COc1ccc(-n2ccc(-c3nn(-c4cccc(C(F)(F)F)c4)ccc3=O)n2)cc1	-1	8	-0.5	4	16	-5	19	-1	3	14	-5
Cc1cccc(-n2c(C)cc(/C=N/NC(=O)c3cccc([N+](=O)[O-])c3C)c2C)c1	-9	1	0.0	-9	-1	nt	-9	0	10	4	-2
COCCNc1nc2c(c(=O)n(C)c(=O)n2C)n1CCCc1ccccc1	-9	-3	-1.7	0	12	7	17	nt	nt	5	4
CC(Cc1ccccc1)C(=O)NCc1ccccn1 (stereo not given)	-5	9	0.1	-1	-40	-6	-22	-3	-9	-45	0
CN(C)CCNCc1ccccc1OC1CCCC1	22	-1	-2.3	7	17	-4	-12	3	4	4	4
CC(=O)Cc1nsc(NC(=O)c2ccc(-c3ccccc3Cl)o2)n1	-96	-7	-1.0	-14	-131	-3	-17	0	-5	-56	4
Cc1ccc(-c2cc(NC=O)c3ncc(-c4cccc(C(=O)N(C)C)c4)n3c2)cc1	-24	-6	1.1	11	-4	-3	5	nt	nt	39	-3
COc1ccc(C(=O)Nc2cccc(C(=O)O)c2)cc1S(=O)(=O)N1CCCC1	-20	-2	0.1	4	4	-5	-7	-1	5	9	-2
CCCCNC(=S)N1CCN(c2nc3ccccc3s2)CC1	1	9	2.5	-15	-31	-4	11	2	6	-7	8
CC(C)C[C@H]1CN([C@@H](Cc2ccc(O)cc2)CN2CCC[C@H]2CN2C(=O)C(=O)NC[C@@H]2Cc2ccccc2)C(=O)C(=O)N1CC1CCCCCC1	12	nt	0.3	nt	-24	-5	nt	nt	nt	nt	-2
COc1cccc(OC)c1C(=O)Nc1cccc(C(C)=O)c1	-6	6	-2.5	0	8	-5	2	-2	5	2	0
CCN(CC)C(=O)C(=O)N/N=C/c1cccc(Br)c1	13	-1	-0.2	-2	-5	nt	-1	0	0	11	-6
CC12CCC(C(=O)N3CCN(C(c4ccccc4)c4ccccc4)CC3)(OC1=O)C2(C)C (stereo not given)	2	-6	5.4	-9	17	-6	11	-4	-2	4	-2
Cc1cccc(NC(=O)CCC(=O)Nc2nnc(C(F)(F)F)s2)c1	11	0	-0.7	0	10	-5	3	-3	7	9	1
CCCCCn1c(Sc2ncccn2)nc2c1c(=O)[nH]c(=O)n2C	-16	-3	-0.5	0	15	-5	15	4	-5	4	5
CC(=O)c1c(C)[nH]c(C(=O)Nc2ccc(F)cc2F)c1C	-72	-5	-0.8	-3	-148	-7	-57	3	-9	-175	-7
CSc1nsc(SC)c1C(=O)Nc1ccc(C)cc1	0	-6	3.8	-27	-45	-5	43	-2	-1	-18	-4
COC(=O)/C=C/C(=O)Nc1cccc(C(F)(F)F)c1	29	5	-2.7	2	-7	-5	22	-3	-8	34	2
CCOC(=O)CNC(=S)n1ncnc1N	-10	3	-0.9	0	13	-4	22	1	13	13	0
C/C=C/c1ccc(OCC(=O)Nc2cc(OC)c(OC)c(OC)c2)c(OC)c1	16	-1	-0.6	-9	-9	0	49	3	15	-46	-3
Cc1nc(SCC#N)c2c(C)c(C)sc2n1	-13	-7	0.3	-2	-7	-4	17	1	-7	-19	2
COc1cnn(C(C)(C)C)c(=O)c1Cl	-27	-67	-1.4	-3	1	-9	-10	3	11	11	0
COc1ccc(N2CCN(C(CNC(=O)C(C)(C)C)c3cccnc3)CC2)cc1 (stereo not given)	7	-4	5.0	4	9	-4	9	1	-1	9	1
Cc1[nH]nc2c1C(c1ccc3c(c1)OCO3)C(C#N)=C(N)O2 (stereo not given)	3	7	1.1	8	-1	-14	-20	-1	13	15	1
CC(C)n1cc(/C=C/c2cc[n+](C)cc2)c2ccccc21	-43	4	-0.4	-16	16	-110	28	nt	63*	22	-1
CNC(=O)c1ccccc1NC(=O)c1cccc(S(=O)(=O)N2CCC(C)CC2)c1	8	-14	0.6	-7	7	nt	1	0	16	17	-3
O=C(NNC(=O)c1cc(-c2ccco2)nc2ccccc12)c1ccccc1	-17	5	-0.7	15	-7	-5	5	6	10	6	5
O=C(/C=C/c1ccc(F)cc1)N1CCN(S(=O)(=O)/C=C/c2ccccc2)CC1	-8	-14	-0.5	-7	5	-6	-26	5	-2	17	-2
CC1CCN(CCNC(=O)C2CCCN(S(=O)(=O)c3cccc4nsnc34)C2)CC1 (stereo not given)	-23	0	-0.2	-4	13	-15	-24	4	-3	16	2
c1ccc(-n2nnc(-c3cccnc3)n2)cc1	-80	2	-1.1	-9	-261	-5	-129	1	-93	-287	-7
Cc1ccc2nc3c(cc2c1)c(C)nn3-c1ccccc1	-28	-4	0.0	-12	-58	-14	-29	-5	8	-65	-7
Cc1cc(OCc2cc(C(=O)NCc3csc(C(C)C)n3)no2)cc(C)c1Cl	-33	7	-0.5	-12	-31	-5	9	1	-1	15	-2
COc1ccc(-c2noc(CCC(=O)NCC3CCCO3)n2)cc1OC (stereo not given)	14	-15	0.0	-3	3	-3	-2	-1	0	-9	-4
COc1ccc(Nc2cc(C(=O)NCCCOC(C)C)c3ccccc3n2)c(OC)c1	-11	-2	0.7	7	7	-21	41	2	-1	-2	2
CC(=O)N1CCCc2ccccc21	-10	0	-1.0	4	3	-5	13	-1	-3	10	3

Record cards (already shown). Values in the order: NR2E3 ag-1 | PDI turbidity | hiPSC survival | H9c2 protect | HIF-2a inh | CaV13 ICDI inh | Shn3 inh set2 | NR2E3 ag-2 | TRPM1 prom inh | Peg3 promoter | m5-HT2A agonist
`O=C(/C=C/c1ccc(F)cc1)N1CCN(S(=O)(=O)/C=C/c2ccccc2)CC1` across the screens: -8 | -14 | -0.5 | -7 | 5 | -6 | -26 | 5 | -2 | 17 | -2
`CC1CCN(CCNC(=O)C2CCCN(S(=O)(=O)c3cccc4nsnc34)C2)CC1` (stereo not given) across the screens: -23 | 0 | -0.2 | -4 | 13 | -15 | -24 | 4 | -3 | 16 | 2

Continuation.
SMILES	NR2E3 ag-1	PDI turbidity	hiPSC survival	H9c2 protect	HIF-2a inh	CaV13 ICDI inh	Shn3 inh set2	NR2E3 ag-2	TRPM1 prom inh	Peg3 promoter	m5-HT2A agonist
CC(=O)c1cccc(NC(=O)N2CCC(NC(=O)C34CC5CC(CC(C5)C3)C4)CC2)c1	-9	-9	-0.1	3	16	-6	10	3	1	12	3
CC1CN(C(=O)c2cc3cc([N+](=O)[O-])ccc3s2)CC(C)O1 (stereo not given)	-24	-4	0.5	11	-12	-4	10	-1	2	7	-2
CC(O)CNc1nc2ccccc2n1CC(=O)NCCc1ccc(Cl)cc1 (stereo not given)	-24	-3	-1.1	-2	-16	nt	-10	2	12	-24	4
CCCCCCOc1ccc(C(=O)O)cc1C#N	-23	-3	-1.1	1	-37	-7	3	-1	24	-29	6
CCc1nc2ccccc2n1CC1CC1(Cl)Cl (stereo not given)	-16	-1	0.9	-4	21	nt	10	-2	2	17	1
O=C(Nc1nnc(-c2ccc3c(c2)CCCC3)o1)c1ccccc1Cl	-25	-13	-0.7	47	-128	-7	13	3	-17	-64	-3
COC(=O)C1CCCCN1C(=O)CCc1nnc(CCc2c[nH]c3ccccc23)o1 (stereo not given)	-3	18	0.9	1	13	-6	8	2	-3	6	4
CN(C)c1cccc(C(=O)NNC(=O)CN2C(=O)C3CC=CCC3C2=O)c1 (stereo not given)	-67	4	-3.1	-7	-169	-5	-75	nt	-47	-287	-3
Cc1ccc(C)c(N2CN(Cc3cccnc3)CNC2=S)c1	-18	-6	1.8	0	12	-5	-2	1	4	2	2
COc1cc(C=NNC(=O)c2cccnc2)ccc1OC(=O)c1ccccc1F	-16	-8	0.5	11	7	-6	4	nt	-7	-10	1
CSc1nc(-c2ccccc2)nc2c1COC(C)(C)C2	-8	-10	-3.6	-10	2	-4	9	-1	15	10	-1
Cc1cccc(C(=O)NCC2CCCO2)c1 (stereo not given)	-8	-4	-1.5	-1	-22	-3	-22	-2	-6	-21	2
CCc1ccc(C(CC(=O)c2ccc(Cl)cc2)C(=O)O)cc1 (stereo not given)	-6	2	-1.9	-3	6	-5	-24	1	2	3	2
Cc1ccc(OCC(=O)N2c3ccccc3NC(=O)C2(C)C)c([N+](=O)[O-])n1	-17	-4	-0.2	1	20	-7	-4	2	4	6	1
